Screening data deposited in PubChem BioAssay by several laboratories.
Bcl-xL primary: Bcl-xL (human) inhibition; Q07817; GST-Bcl-xL / FITC-Bim BH3 peptide fluorescence polarization; inhibition, % at 10.9 µM; actives 0.7% (n = 320,000);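 active means inhibition above the mean of all tested compounds plus 3 SD, cutoff set per campaign, cut at about 30% in these data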;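 further: 0% = DMSO wells and 100% = unlabeled Bim-BH3 peptide competitor; inhibitors lower millipolarization by displacing the labeled peptide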
MEX-5 binding: C. elegans MEX-5 TCR-2 RNA binding activity | Q9XUB2 | actives 0.38% (n = 300,000) | AID 1832 | activity score (negative = inhibition of binding), % at 10 µM | MEX-5/FITC-TCR2 RNA binding, fluorescence polarization; hits give low values;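 active means inhibition past about -25% in most replicates, and total fluorescence under double the plate's negative control median, limit read from the data; inconclusive means replicates evenly split on the limit, or fluorescence at least double controls; inactive means too little inhibition in most replicates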;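 further: 0% = DMSO and -100% = 5 µM competing unlabeled TCR2 RNA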
Target sequence (Q9XUB2 whole entry, looked up): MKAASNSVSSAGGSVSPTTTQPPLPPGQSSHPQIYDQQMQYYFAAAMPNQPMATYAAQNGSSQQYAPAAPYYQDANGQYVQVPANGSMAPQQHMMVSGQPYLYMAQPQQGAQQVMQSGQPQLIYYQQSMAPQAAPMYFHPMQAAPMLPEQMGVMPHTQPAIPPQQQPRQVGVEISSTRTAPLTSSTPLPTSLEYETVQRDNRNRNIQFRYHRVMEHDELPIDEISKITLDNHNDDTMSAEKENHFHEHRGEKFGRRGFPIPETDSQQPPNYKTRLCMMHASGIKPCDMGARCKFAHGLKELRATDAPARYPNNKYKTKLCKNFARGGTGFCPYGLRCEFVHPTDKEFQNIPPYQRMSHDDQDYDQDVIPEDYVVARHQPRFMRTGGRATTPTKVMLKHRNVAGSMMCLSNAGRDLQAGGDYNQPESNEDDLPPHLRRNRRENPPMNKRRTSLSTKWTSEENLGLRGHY
AGP1 TOR yeast: modulators of TOR pathway AGP1-GFP in S. cerevisiae | S. cerevisiae AGP1-GFP multiplex flow cytometry, 3 h; GFP as percent of DMSO wells | GFP response vs DMSO, % at 10 µM | actives 0.02% (n = 320,000);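 active means GFP response relative to DMSO above a set limit, near screen average plus 3 SD, cut at about 150% in these data; inconclusive means fewer than 70 cells counted for the yeast strain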;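 further: median GFP channel fluorescence of the gated AGP1 strain per well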
Yeast superoxide: caloric restriction mimetics inhibiting age-related superoxide in yeast; S. cerevisiae aged cells, superoxide DHE fluorescence; hits give low values; AID 2690; superoxide response (% of plate mean), % at 10 µM; actives 0.18% (n = 330,000);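 active means superoxide response under a set limit, about three screen SD below normal, cut at about 65% in these data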;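 further: yeast aged for seven days with compound at 30 °C before DHE staining; 100% = average MFI of all compound-treated wells on the plate with controls excluded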
GLD-1 TGE inh: GLD-1-TGE RNA interaction inhibition (C. elegans); actives 0.44% (n = 320,000); purified GLD-1 + fluorescein TGE RNA, fluorescence polarization; inhibition, % at 5.96 µM;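 active means percent inhibition above a per-plate cutoff, the plate mean of test compounds plus 3 SD, cut at about 30% in these data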;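 further: 0% = DMSO wells with GLD-1 and probe and 100% = wells lacking GLD-1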
Target sequence (Q17339 whole entry, looked up): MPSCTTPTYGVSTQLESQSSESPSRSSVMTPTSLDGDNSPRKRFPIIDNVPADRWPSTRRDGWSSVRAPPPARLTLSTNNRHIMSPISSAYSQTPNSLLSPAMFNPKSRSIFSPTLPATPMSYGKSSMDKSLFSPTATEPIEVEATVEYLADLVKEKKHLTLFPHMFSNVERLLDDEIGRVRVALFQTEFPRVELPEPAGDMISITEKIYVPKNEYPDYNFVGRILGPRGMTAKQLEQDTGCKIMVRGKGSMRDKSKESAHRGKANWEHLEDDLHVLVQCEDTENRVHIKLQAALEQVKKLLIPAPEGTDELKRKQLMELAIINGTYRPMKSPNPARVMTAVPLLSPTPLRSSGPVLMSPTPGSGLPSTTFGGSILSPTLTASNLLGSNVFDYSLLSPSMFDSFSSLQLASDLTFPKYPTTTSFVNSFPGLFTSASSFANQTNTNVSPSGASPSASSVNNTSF
GRK2 inh: blocks RNA aptamer binding to human GRK2; inhibition of aptamer binding, % at 10 µM; P25098; actives 0.59% (n = 330,000); bead flow cytometry, FAM-aptamer displacement from GRK2;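 active means inhibition of aptamer binding above 40%, roughly 3 SD of noise, on plates passing a quality check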;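 further: median bead fluorescence of bound FAM aptamer so fluorescent compounds give negative values; no value below 0 was filed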
CIT2 TOR yeast: yeast TOR pathway CIT2-GFP modulation | actives 0.065% (n = 320,000) | AID 2029 | GFP response vs DMSO, % at 10 µM | S. cerevisiae CIT2-GFP strain, flow cytometry, 3 h; 100 means same as DMSO wells;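 active means GFP response relative to DMSO above a set limit, near the screen mean plus 3 SD, cut at about 150% in these data; inconclusive means Fewer than 70 cells measured for a yeast strain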;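 further: ratio of well median GFP fluorescence to mean of DMSO wells on the plate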
MCL1-BIM inh: inhibitors of human MCL1 binding to BIM-BH3 peptide; inhibition, % at 10.9 µM; Q07820; GST-MCL1 / FITC-Bim-BH3 fluorescence polarization; actives 0.68% (n = 320,000); AID 2057;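 active means inhibition above the mean inhibition of all tested compounds plus 3 SD, set per campaign, cut at about 40% in these data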;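 further: 0% = DMSO wells and 100% = unlabeled Bim-BH3 peptide control; higher means more loss of mP so more displacement of Bim peptide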
VLA-4 inh: inhibition in a human VLA-4 binding assay; AID 2557; inhibition, % (about 7 µM as worked out from the volumes in the protocol); actives 0.2% (n = 330,000); VLA-4 expressing cells, ligand binding flow cytometry; in the data active means inhibition above about 50%
Starred values were filed as active, the others as inactive; i = inactive; ? = inconclusive; . = no result given. The order is random (roughly 2.1% active in at least one column).

Start of the data: the first three entries, to show the layout:
SMILES	Bcl-xL primary	MEX-5 binding	AGP1 TOR yeast	Yeast superoxide	GLD-1 TGE inh	GRK2 inh	CIT2 TOR yeast	MCL1-BIM inh	VLA-4 inh
CCOC(=O)C1=C(c2ccccc2)N=C2SCC(=O)N2C1c1ccc(OCC)c(OCC)c1 (stereo not given)	5	-0.1	103	94	0	0	96	1	22
O=C(N(c1ccccc1)c1ccccc1)n1ccnc1	12	0.8	111	104	4	0	110	0	1
Cc1cc(NC(=O)C(C)Oc2ccc(Cl)cc2Cl)n(-c2ccccc2)n1 (stereo not given)	4	1.6	?	97	-1	1	?	2	-8

All compounds of this part, repeating the preview:
SMILES	Bcl-xL primary	MEX-5 binding	AGP1 TOR yeast	Yeast superoxide	GLD-1 TGE inh	GRK2 inh	CIT2 TOR yeast	MCL1-BIM inh	VLA-4 inh
CCOC(=O)C1=C(c2ccccc2)N=C2SCC(=O)N2C1c1ccc(OCC)c(OCC)c1 (stereo not given)	5	-0.1	103	94	0	0	96	1	22
O=C(N(c1ccccc1)c1ccccc1)n1ccnc1	12	0.8	111	104	4	0	110	0	1
Cc1cc(NC(=O)C(C)Oc2ccc(Cl)cc2Cl)n(-c2ccccc2)n1 (stereo not given)	4	1.6	?	97	-1	1	?	2	-8
CCCOc1ccc(N2CC(C(=O)Nc3ccccc3OC)CC2=O)cc1 (stereo not given)	2	-0.6	104	91	1	0	101	6	8
Cc1ccc(C(=O)OCC(=O)c2cc(C)n(CC3CCCO3)c2C)cc1 (stereo not given)	2	0.2	103	101	5	0	98	5	1
O=C(Nc1ccc(N2CCOCC2)c(Cl)c1)c1ccc(Cl)cc1	8	0.0	86	102	6	0	90	3	-8
O=C(COc1ccc(Cl)cc1)NNC(=O)c1ccc2c(=O)n3c(nc2c1)CCC3	0	0.8	107	92	2	0	99	-5	-5
Cc1ccccc1CN1CCN(CC(=O)NCc2ccccc2)C1=O	1	-5.5	99	92	-1	0	101	1	9
Cc1ccc(-c2nn[nH]n2)o1	2	-2.0	107	120	-2	0	100	8	11
Cc1ccc(-c2nnc(N(C)C(=O)c3cccnc3)s2)cn1	2	2.4	100	107	1	5	99	4	11
O=C(NCC1CCCO1)C(=O)NCC(c1ccco1)N1CCN(c2ccccc2)CC1 (stereo not given)	7	-0.7	103	104	-1	0	100	5	18
O=C1NC(c2ccccc2)Oc2ccccc21 (stereo not given)	.	2.2	90	99	.	2	102	.	14
CC(C)NC(=O)COC(=O)c1cncc(Br)c1	-2	-1.9	111	105	4	0	123	-10	-22
COc1ccc2[nH]c3c(=O)n(CCCCCC(=O)NCCC(C)C)c(=S)[nH]c3c2c1	1	3.2	81	102	-2	2	90	2	0
Cc1cc(C)c(C(=O)C(C)OC(=O)C2=COCCO2)cc1C (stereo not given)	1	-4.0	96	120	4	0	107	-1	1
Cc1[nH]n(-c2ccccc2)c(=O)c1C(c1ccc(O)c([N+](=O)[O-])c1)c1c(C)[nH]n(-c2ccccc2)c1=O	16	0.3	113	97	2	3	117	16	-7
CC1O[C@@H](OC2C(O)C(O)C(CO)O[C@H]2OC2C[C@]3(C)C(CC(O)C4[C@@H]([C@]5(C)CC[C@@H](C(C)(C)O)O5)CC[C@]43C)[C@@]3(C)CCC(O)C(C)(C)C23)C(O)C(O)C1O (stereo not given in full)	.	.	109	95	2	3	95	.	-4
Cc1ccc(C2=C(O)c3ccccc3C(=O)C2=O)cc1	4	0.1	100	132	8	0	88	13	2
CC(C)CN(CCNC(=O)CC1Oc2ccccc2NC1=O)CC(C)C (stereo not given)	-2	2.2	106	91	6	3	104	0	-12
Cc1ccc(C2NC(C(=O)O)CS2)cc1 (stereo not given)	3	0.5	101	88	7	2	102	3	1
CC1=C(C(=O)Nc2ccc(C)cc2C)C(c2ccc(C)o2)NC(=O)N1 (stereo not given)	1	-0.2	104	115	-4	2	95	-9	2
CC1=NC(C)(C)Cc2cc(C)c(C)cc21	-5	1.3	103	93	-4	1	107	3	15
CCN(Cc1ccccc1)C(c1cc2cc(C)ccc2[nH]c1=O)c1nnnn1CCOC (stereo not given)	3	-2.6	109	130	-8	4	100	4	1
CC(C)C(=O)NNC(=O)CSc1nnc(-c2ccccc2)c(-c2ccccc2)n1	-4	1.7	102	104	-10	0	99	0	1
NC(=O)c1ccc(SCC(=O)OCC(=O)NCc2ccco2)c([N+](=O)[O-])c1	6	-1.4	113	111	-3	0	104	0	12
Cc1cc(SCc2c(F)cccc2Cl)nc(=O)[nH]1	3	-4.0	95	107	1	2	97	1	15
CC(=O)OC(C(=O)Nc1nccs1)c1ccccc1 (stereo not given)	-4	3.7	100	89	6	0	101	-10	-14
CN(C)c1nc(N)nc(N(c2ccccc2)c2ccccc2)n1	0	0.3	104	98	1	0	97	1	-14
Cc1ccc(NC(=O)NCCN2C(=O)C3C4C=CC(C4)C3C2=O)cc1 (stereo not given)	5	-1.1	117	93	-1	1	111	2	-16
Cc1ccccc1N1CC(c2nc3ccccc3[nH]2)CC1=O (stereo not given)	2	0.2	102	84	3	0	99	-9	20
O=C(O)C1CCN(Cc2cnn(-c3ccccc3)c2-n2cccc2)CC1	-2	1.5	102	101	-5	1	100	-1	8
O=C(Cn1c(O)c(N=NC(=O)c2ccncc2)c2ccccc21)Nc1ccccc1	1	-0.2	108	96	4	0	96	1	5
Cc1cc(O)c(Sc2ncn[nH]2)cc1NS(=O)(=O)c1ccc(Cl)cc1	5	.	112	86	-9	1	102	21	3
Cn1cc(S(=O)(=O)Nc2ccc(Br)cc2F)c(=O)n(C)c1=O	2	1.1	97	107	4	2	96	3	-2
CCOc1cc(NC(=S)Nc2ccccc2)c(OCC)cc1NC(=O)c1ccccc1	9	0.0	106	95	5	1	98	13	6
Cn1cc(Br)c(C(=O)N/N=C/c2cccc(OC3CSC3)c2)n1	0	4.1	94	104	1	0	98	-2	9
CCOc1ccccc1N1CCN(S(=O)(=O)c2cc(C)ccc2OC)CC1	5	-0.6	99	112	1	0	88	8	3
Nc1c(N(Cc2ccco2)C(=O)COc2ccccc2)c(=O)[nH]c(=O)n1Cc1ccccc1	7	.	102	95	2	2	102	5	0
COC(=O)c1cc2c(C)[nH]c(C)c2cc(C(=O)OC)c1=O	14	-7.3	93	101	11	0	105	17	-2
CC(C(=O)NCC1CCCCC1)N1CCN(S(=O)(=O)c2ccccc2F)CC1 (stereo not given)	7	-0.7	105	90	-5	2	100	6	6
CCOC(=O)CNc1nnc(SCC(=O)OCC)[nH]c1=O	13	-1.5	98	101	-1	0	98	4	1
O=C(CN1C(=O)CSc2ccc(S(=O)(=O)N3CCCCC3)cc21)NCc1ccccc1Cl	4	-3.4	106	89	9	2	101	1	-3
Cc1ccc(NC(=O)Cc2nnc(SCC(=O)Nc3nncs3)n2C)c(C)c1	-5	-0.9	105	95	6	0	101	-6	1
CCN(CC(=O)Nc1ccc(NC(C)=O)cc1)C(=O)CSC(=S)N1CCCC1	-1	.	92	95	1	0	87	2	-9
N=c1ccn(CC(=O)c2ccc(-c3ccccc3)cc2)cc1	4	0.9	106	111	9	4	109	8	-4
O=C(Cn1nc(C(=O)O)c2ccccc2c1=O)Nc1ccc(F)cc1	-3	-2.0	96	105	1	1	103	1	1
CC1(C(=O)N/N=C/c2ccc3c(c2)OCO3)CC1(Br)Br (stereo not given)	4	1.1	104	92	-4	4	103	9	0
COc1ccc(NC(=O)CN2CCN(c3ccccn3)CC2)cc1Cl	1	1.1	96	55*	5	0	97	-3	13
COc1ccc(S(=O)(=O)N2CCC(C(=O)OCC(=O)c3ccccc3)CC2)cc1[N+](=O)[O-]	0	2.4	106	93	4	0	102	6	14
COc1ccccc1OCCNC(=O)Nc1ccc(Br)cc1	0	-0.4	99	116	2	0	102	-3	4
C=CCn1nnnc1SCC(=O)Nc1cccc(OC)c1	2	1.1	104	119	8	2	104	8	13
Cc1cc(C)c2cc(C)c(SCC(=O)NCc3ccco3)nc2c1	2	-0.2	99	94	2	3	96	2	9
COC(=O)c1c(C(=O)OC)c(-c2ccc(Cl)c(Cl)c2)n2c1CCC2	3	0.8	85	125	3	0	88	-3	3
CCNC(=O)C(=O)NCC(c1cccs1)S(=O)(=O)c1ccc(C)cc1 (stereo not given)	1	0.9	89	101	-5	0	91	-1	8
CCOC(=O)c1ccc(NC(=O)CSc2nnc(CNc3ccc(OC)cc3)n2C)cc1	7	-0.6	101	96	4	1	97	4	4
COc1ccc(-c2cc(C(=O)Nc3ccc(OC)c(OC)c3)no2)cc1	-3	-0.8	99	93	-8	0	115	2	i
CCc1cc(C(=O)NCCN(C)C)cs1	-9	-2.7	100	91	5	0	103	-1	4
CCCS(=O)(=O)N1CCCC(C(=O)NCC2CCCO2)C1 (stereo not given)	4	-1.5	90	89	-1	1	95	6	0
N#C/C(=N\Nc1ccc(S(=O)(=O)N2CCc3ccccc32)cc1)C(N)=S	10	-0.2	86	123	0	1	.	9	5
CN(c1ccc(OCC(=O)OCC(=O)NCc2ccco2)cc1)S(=O)(=O)c1ccc2ccccc2c1	11	-0.5	104	95	2	0	99	2	9

More compounds
SMILES	Bcl-xL primary	MEX-5 binding	AGP1 TOR yeast	Yeast superoxide	GLD-1 TGE inh	GRK2 inh	CIT2 TOR yeast	MCL1-BIM inh	VLA-4 inh
Cc1onc(-c2c(Cl)cccc2Cl)c1C(=O)N1CCCc2ccccc21	0	-0.8	105	93	0	1	110	-7	-20
COc1ccc(C)cc1S(=O)(=O)Nc1ccccc1	3	-1.9	117	83	8	3	114	6	5
CCOc1ccc2[nH]c3c(N4CCN(c5ccccn5)CC4)ncnc3c2c1	7	-0.4	111	79	8	0	122	0	-6
COc1ccc(NC(=O)NNS(=O)(=O)c2ccc(Br)cc2)cc1	.	1.2	77	91	.	3	78	.	2
CCCCCCC(=O)Nc1c(O)c2ccccc2[nH]c1=O	7	2.1	99	119	0	0	102	0	-7
Cc1ccc(C2(C(F)(F)F)NC(=O)N3CCN=C3S2)cc1 (stereo not given)	4	-3.4	101	105	7	2	100	4	10
COc1cc(/C=C2\S/C(=N/S(=O)(=O)Cc3ccccc3)NC2=O)c([N+](=O)[O-])cc1OC	28	0.4	107	103	19	1	104	23	0
COc1ccc(C2=Nn3c(nnc3-c3ccccc3OC)SC2)cc1OCC1CC1	.	.	107	98	3	15	102	.	16
CN(CC(=O)N1CCc2[nH]c3ccc(F)cc3c2C1)CC1OCCO1	10	-5.8	98	96	4	0	96	7	12
O=C(NCC1CCCO1)/C(=C\c1cccc([N+](=O)[O-])c1)NC(=O)c1ccccc1 (stereo not given)	3	0.1	95	106	-1	1	100	-4	19
Cc1sc2ncnc(SCC(=O)c3ccc(Cl)s3)c2c1C	4	-0.1	102	91	-5	0	104	10	-2
OCCn1ccc(-c2ccccc2OCc2ccc(F)cc2)n1	3	0.8	99	102	-6	0	107	11	30
COCCCNC(=O)c1ccc(CS(=O)(=O)c2cccc(C(F)(F)F)c2)o1	8	-2.8	96	94	6	0	101	6	-22
Cn1cccc1C(=O)c1cccc([N+](=O)[O-])c1	-2	4.1	92	108	7	0	107	9	16
COc1cc(NC(=O)c2cccs2)cc(OC)c1	7	2.8	102	104	52*	2	99	10	-7
O=C(O)c1ccccc1-c1ccccc1C(=O)Nc1ccccc1Br	5	0.6	107	106	1	0	101	0	0
O=C(Nc1cccc(F)c1)c1cccnc1N1CCOCC1	2	0.4	104	98	5	3	107	2	-20
